Gli-Sufu block = Gli-Sufu pathway antagonists, primary screen, luciferase luminescence, Sufu-KO-LIGHT cells, uHTS; actives 0.74% (n = 340,000); AID 588413, 2011; inhibition, % at 5 µM; Sufu-KO-LIGHT fibroblasts, Gli luciferase reporter luminescence;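 active means inhibition above about 55%, limit read from the data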;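 further: 0% = DMSO-treated cells and 100% = wells with medium but no cells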
UPR CHOP act = activators of apoptotic CHOP UPR arm, primary screen, cell-based, CHO-CHOP luciferase reporter, luminescence, uHTS; activation, % at 10 µM; AID 449763, 2010; actives 0.34% (n = 330,000); UPR activation; percent of tunicamycin response over DMSO baseline;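 active means at 10 µM dose, activation of 40% or more, normalized to positive control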;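 further: 100% = tunicamycin at 10 µg/mL and 0% = DMSO alone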
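Assay system: CHO-CHOP cells, stable luciferase reporter of PERK-eIF2a-CHOP signalling / Buffer or medium: F12 plus 10% serum / Compound dosing: one dose, 10 µM in 0.5% DMSO / Times: 6 h compound treatment, 37 °C / Technique: luciferase luminescence / Read-out: % reporter activation, DMSO baseline versus tunicamycin full activation / Benchmarks: tunicamycin and DMSO controls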
Jurkat NFkB inh = inhibitors of induced NF-kB luciferase reporter, primary screen, TCR NF-kB activation inhibitor project, cell-based, luminescence, uHTS | Jurkat, PMA/ionomycin-induced NF-kB luciferase reporter | inhibition, % at 4 µM | actives 0.53% (n = 330,000) | AID 435003, 2010; in the data active means inhibition above about 50%
UPR XBP1 act = activators of adaptive XBP1 UPR arm, primary screen, cell-based, CHO-XBP1 luciferase reporter, luminescence, uHTS | AID 463104, 2010 | IRE1-XBP1 UPR activation; percent of tunicamycin response, DMSO as zero | activation, % at 20 µM | actives 0.33% (n = 330,000);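 active means versus positive control, 20 µM dose yields 30% or more activation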;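 further: 100% = tunicamycin at 10 µg/mL and 0% = DMSO only wells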
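assay system = CHO-XBP1 luciferase reporter cells | amount = 1000 cells/well | buffer or medium = F12 plus 10% FBS | compound dosing = single point, 20 µM final compound, 1% DMSO | incubation = 16-18 h cell attachment at 37 °C, then 6 h compound exposure | detection = Steady-Glo luminescence read | controls = tunicamycin 10 µg/mL and vehicle-only wells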
EBI2 antag = EBI2 receptor antagonists, beta-arrestin recruitment, primary screen, cell-based, luminescence, 7a,25-OHC stimulation, uHTS; G-protein coupled receptor 183 (Homo sapiens), P32249; 7a,25-OHC stimulated; inhibition, % at 5 µM; actives 0.81% (n = 360,000); in the data active means inhibition above about 38%;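 further: enzyme fragment complementation signal reports receptor beta-arrestin coupling in cells; 0% = agonist plus DMSO wells and 100% = wells without agonist; some results beyond the cut were filed as inactive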
Mdm2-MdmX inh = inhibitors of human Mdm2-MdmX association, primary screen, cell-based, luminescence, split luciferase, SaOS-2, uHTS; SaOS-2 split-luciferase Mdm2/MdmX complementation; Protein Mdm4 (Homo sapiens) + E3 ubiquitin-protein ligase Mdm2 (Homo sapiens), …; inhibition, % at 8 µM; AID 485346, 2010; actives 3% (n = 330,000);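 active means inhibition of at least 50% at 8 µM in the primary screen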
Target sequence (O15151 whole entry, looked up): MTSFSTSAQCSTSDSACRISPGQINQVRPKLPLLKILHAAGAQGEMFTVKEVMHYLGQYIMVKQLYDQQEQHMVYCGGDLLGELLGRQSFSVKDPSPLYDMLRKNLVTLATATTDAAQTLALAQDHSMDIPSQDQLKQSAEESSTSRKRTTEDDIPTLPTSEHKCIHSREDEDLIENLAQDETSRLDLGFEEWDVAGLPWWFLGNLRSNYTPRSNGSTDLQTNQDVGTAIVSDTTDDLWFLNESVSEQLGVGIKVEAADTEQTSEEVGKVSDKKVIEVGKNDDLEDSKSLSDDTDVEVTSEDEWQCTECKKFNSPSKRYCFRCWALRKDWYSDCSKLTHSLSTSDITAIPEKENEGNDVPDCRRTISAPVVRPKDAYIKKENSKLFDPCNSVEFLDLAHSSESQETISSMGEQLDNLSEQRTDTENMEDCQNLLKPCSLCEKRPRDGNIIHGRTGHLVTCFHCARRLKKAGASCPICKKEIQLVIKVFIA
Target sequence (Q00987 whole entry, looked up): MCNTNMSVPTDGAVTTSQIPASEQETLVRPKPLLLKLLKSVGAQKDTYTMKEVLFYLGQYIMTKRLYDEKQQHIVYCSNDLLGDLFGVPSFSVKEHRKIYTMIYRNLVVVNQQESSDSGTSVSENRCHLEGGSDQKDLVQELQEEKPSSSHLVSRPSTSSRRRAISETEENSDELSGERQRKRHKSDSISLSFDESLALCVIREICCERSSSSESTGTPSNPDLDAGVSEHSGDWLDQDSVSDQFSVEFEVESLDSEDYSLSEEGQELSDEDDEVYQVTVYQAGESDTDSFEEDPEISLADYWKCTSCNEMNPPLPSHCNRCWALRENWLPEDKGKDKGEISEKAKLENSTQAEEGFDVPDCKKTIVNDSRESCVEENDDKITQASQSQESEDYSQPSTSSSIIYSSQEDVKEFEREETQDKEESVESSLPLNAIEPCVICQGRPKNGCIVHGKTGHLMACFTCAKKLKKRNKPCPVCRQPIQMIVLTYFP
CCR6 antag = CCR6 receptor antagonists, primary screen, cell-based, CHO-K1, luminescence, beta-arrestin, uHTS. CHO-K1 CCR6 PathHunter beta-arrestin, CCL20-stimulated. inhibition, % at 20 µM. AID 493098, 2011. actives 0.49% (n = 340,000);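 active means compounds whose inhibition of the agonist-driven luminescence signal at 20 µM reaches about 50%, limit read from the data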;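 further: cells stimulated with CCL20 at 14 nM final; plate controls were DMSO with CCL20 for no effect and DMSO without agonist for full effect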
CXCR6 block = CXCR6 receptor inhibitors, primary screen, cell-based, beta-arrestin, luminescence, CHO-K1 PathHunter, 1536-well. actives 0.36% (n = 360,000). inhibition, % at 20 µM. AID 602244, 2012; in the data active means inhibition above about 34%, passing the limit was not always enough;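 further: antagonist mode with CXCL16 agonist at 10 nM final; 0% = 10 nM CXCL16 with DMSO and 100% = unstimulated wells without agonist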
697 NFkB inh = inhibitors of PMA/ionomycin-induced NF-kB reporter, 697 cells, primary screen, B-cell NF-kB inhibitor project, cell-based, luminescence, uHTS; actives 0.33% (n = 330,000); 697 B-cell NF-kB luciferase reporter, 16 h; inhibition, % at 4 µM; in the data active means inhibition above about 35%
* hit, by the source's call; x = not tested or not shown.

Structure | Gli-Sufu block | UPR CHOP act | Jurkat NFkB inh | UPR XBP1 act | EBI2 antag | Mdm2-MdmX inh | CCR6 antag | CXCR6 block | 697 NFkB inh
CCNC(=O)CN1C(=O)NC(Cc2ccccc2)(Cc2ccccc2)C1=O | -5 | 0.3 | -6 | -1 | 0 | 23 | 6 | 0 | 11
O=C(c1ccc(Cl)c(S(=O)(=O)N2CCCC2)c1)N1CCN(c2ccc(F)cc2)CC1 | -4 | -0.7 | 8 | -5 | 2 | 14 | 9 | 7 | -11
Cc1sc2ncnc(N3CCN(Cc4ccccc4)CC3)c2c1-c1ccc(F)cc1 | 12 | 0.8 | 18 | 3 | 27 | 31 | 18 | 12 | -16
COc1cccc(C(=O)NN2C(=O)C3C4C=CC(O4)C3C2=O)c1 (stereo unspecified) | 4 | -1.6 | -5 | -1 | -5 | 3 | -14 | 0 | -20
Cc1cccc(CNC(=O)C2CCC(=O)N(C3CC3)C2)c1 (stereo unspecified) | -5 | -1.0 | -18 | -2 | 1 | 22 | 4 | -4 | 3
Cc1ccc(CC(NC(=O)c2ccc(C)cc2)C(=O)O)cc1 (stereo unspecified) | 9 | 2.2 | x | 4 | -9 | 23 | 3 | 3 | 4
COc1ccc(S(=O)(=O)Cc2ccc(C(=O)N3CCCC3)o2)cc1 | 4 | 0.1 | -3 | -4 | -5 | 4 | 5 | 3 | 6
COc1ccc(S(=O)(=O)Nc2ccccc2C(=O)Nc2nc(-c3ccc(F)cc3)cs2)cc1OC | 16 | 1.5 | 4 | 3 | -8 | 74* | -29 | -26 | -26
O=C(NC1CC1)c1ccc(CSCc2cccc(F)c2)o1 | -2 | 3.3 | -5 | 2 | 0 | 17 | 10 | -2 | -10
C/C(=N\NC(=O)c1ccc(C)cc1)c1c(C)[nH]n(-c2ccccc2)c1=O | 6 | 1.9 | -14 | 0 | 1 | 21 | 8 | 0 | -20
CN(Cc1nc(-c2cnccn2)no1)CC(O)c1ccccc1 (stereo unspecified) | 1 | -0.4 | 4 | -2 | 3 | 25 | 2 | -6 | 2
Nc1cccc(Oc2ccc3c(c2)C(=O)N(CCO)C3=O)c1 | 3 | x | x | x | 7 | x | -2 | 2 | x
CCOC(=O)C1(C)NC(c2ccc(OC)cc2OC)C2C(=O)N(CC)C(=O)C21 (stereo unspecified) | -17 | -0.3 | 8 | -3 | 8 | 5 | 6 | -3 | 19
CCOP(=O)(OCC)c1cccc(P(=O)(c2ccccc2)c2ccccc2)c1O | -4 | -0.5 | 9 | 0 | 1 | -4 | 1 | 4 | 10
COc1ccc(NC(=O)c2oc3ccccc3c2CSC)cc1S(=O)(=O)N1CCOCC1 | 1 | 0.1 | 2 | -4 | -2 | 3 | 2 | -7 | -1
O=C(NCc1ccccn1)Nc1ccccc1Cl | -34 | 1.0 | -4 | -1 | -3 | 7 | -18 | 3 | 3
Cc1cc(S(=O)(=O)NCCc2ccncc2)cc(C)c1F | 8 | -0.7 | 2 | -4 | 0 | 17 | 7 | -7 | -2
CC(C)n1nnnc1SCC(=O)Nc1ccc2c(c1)OCO2 | -11 | 1.7 | -14 | 2 | -8 | 12 | -3 | 0 | 20
CCc1ccc(C(=O)CC2(O)C(=O)N(CN3CCOCC3)c3ccccc32)cc1 (stereo unspecified) | -8 | 0.6 | 12 | -1 | -9 | -10 | -5 | 4 | 6
O=[N+]([O-])c1cc([N+](=O)[O-])c(Oc2c(F)cccc2F)cc1NN1CCCCC1 | 1 | 5.9 | -2 | 9 | 14 | 19 | 18 | 1 | -11
CC(C)c1ccc2nc(NC(=O)C3CC3)sc2c1 | -60 | 6.0 | -159 | 11 | 6 | -48 | 0 | 0 | -154
CCOC(=O)CNC(=O)CSc1nc2c(C)cccc2cc1CC | -3 | -2.1 | -14 | -2 | -6 | 25 | 23 | 0 | 12
COc1ccc(Nc2ncnc3ccc(Br)cc23)cc1OC | -33 | -1.7 | 16 | -2 | 1 | 58* | 2 | -2 | 7
CC(C)c1ccc(NC(=O)CC2Oc3ccccc3NC2=O)cc1 (stereo unspecified) | 0 | 3.7 | -26 | -3 | -4 | 17 | 6 | -14 | 16

Given field by field: entries from further up.
mol: COc1cccc(C(=O)NN2C(=O)C3C4C=CC(O4)C3C2=O)c1 (stereo unspecified)
  Gli-Sufu block: 4
  UPR CHOP act: -1.6
  Jurkat NFkB inh: -5
  UPR XBP1 act: -1
  EBI2 antag: -5
  Mdm2-MdmX inh: 3
  CCR6 antag: -14
  CXCR6 block: 0
  697 NFkB inh: -20

mol: Cc1cccc(CNC(=O)C2CCC(=O)N(C3CC3)C2)c1 (stereo unspecified)
  Gli-Sufu block: -5
  UPR CHOP act: -1.0
  Jurkat NFkB inh: -18
  UPR XBP1 act: -2
  EBI2 antag: 1
  Mdm2-MdmX inh: 22
  CCR6 antag: 4
  CXCR6 block: -4
  697 NFkB inh: 3

mol: Cc1ccc(CC(NC(=O)c2ccc(C)cc2)C(=O)O)cc1 (stereo unspecified)
  Gli-Sufu block: 9
  UPR CHOP act: 2.2
  Jurkat NFkB inh: x
  UPR XBP1 act: 4
  EBI2 antag: -9
  Mdm2-MdmX inh: 23
  CCR6 antag: 3
  CXCR6 block: 3
  697 NFkB inh: 4

mol: COc1ccc(S(=O)(=O)Cc2ccc(C(=O)N3CCCC3)o2)cc1
  Gli-Sufu block: 4
  UPR CHOP act: 0.1
  Jurkat NFkB inh: -3
  UPR XBP1 act: -4
  EBI2 antag: -5
  Mdm2-MdmX inh: 4
  CCR6 antag: 5
  CXCR6 block: 3
  697 NFkB inh: 6

The results go on:
Structure | Gli-Sufu block | UPR CHOP act | Jurkat NFkB inh | UPR XBP1 act | EBI2 antag | Mdm2-MdmX inh | CCR6 antag | CXCR6 block | 697 NFkB inh
O=C(C1CCCN(c2nnc(-n3cccc3)s2)C1)N1CCN(c2ccccc2)CC1 (stereo unspecified) | x | 0.3 | 5 | -2 | 16 | 10 | 11 | 5 | 7
COc1cc2nc(C3CCC3)n(N)c(=O)c2cc1OC | -27 | 0.1 | 9 | -2 | -9 | -16 | 14 | -4 | -3
CCOc1ccc(C(=O)COC(=O)c2cc(=O)[nH]c3ccccc23)cc1 | -16 | 3.7 | -21 | 3 | -7 | 2 | 6 | -7 | -1
CCOC(=O)c1cnc2c(OC)cccc2c1N1CCN(c2ccccc2OC)CC1 | 11 | 2.7 | -6 | 0 | 40 | 7 | 4 | 14 | -2
CCOC(=O)c1c(NC(=O)c2c(Br)cnn2C)c(C#N)nn1-c1ccccc1 | 3 | -1.2 | -15 | -4 | 30 | 14 | 10 | -2 | -6
Cc1ccccc1CN1CCN(CC2CC2)CC1CCO (stereo unspecified) | 11 | -0.4 | 14 | 1 | -5 | 20 | 12 | 4 | -6
Cc1cc(S(=O)(=O)N2CCN=C2c2ccccc2)c(C)cc1Cl | -10 | -2.0 | 5 | -5 | -5 | 17 | 9 | -18 | 15
COc1cc(O)oc1C=Nc1ccc(C(F)(F)F)cc1 | -8 | 4.1 | 0 | 2 | -2 | 39 | 13 | -2 | 8
CCCN(CCC)CCCNC(=S)Nc1ccc2nc3n(c(=O)c2c1)CCCCC3 | 4 | 12 | -3 | 0 | -10 | 11 | 10 | 12 | 8
CC1CC(=O)NN1C(=O)c1ccccc1 (stereo unspecified) | 7 | -2.1 | -10 | -2 | 7 | 0 | -16 | 2 | 7
CC1CCCN(C(=O)CCc2nnc(-c3ccc4c(c3)OCO4)o2)C1 (stereo unspecified) | -9 | 4.4 | -26 | -1 | -2 | -4 | 5 | 4 | -16
O=C(NC1CCCC1)C(c1ccccn1)N(Cc1ccccc1F)C(=O)c1csnn1 (stereo unspecified) | 8 | -2.0 | -10 | -11 | -3 | 1 | 5 | 11 | 7
CCOC(=O)C(Cc1ccc(NC(=O)/C(=C/c2ccccc2)NC(=O)c2ccccc2)cc1)N1C(=O)c2ccccc2C1=O (stereo unspecified) | 7 | 0.3 | 17 | 0 | -9 | 52* | -5 | 0 | 20
COc1ccc(-c2[nH]c(-c3cc(OC)c4c(c3)OCO4)nc2-c2ccccc2)cc1 | 21 | 2.3 | 5 | 0 | 21 | 26 | 11 | 2 | 3
Clc1ccc(Cn2ncc3c(NCc4ccco4)ncnc32)c(Cl)c1 | 4 | 3.7 | 43 | -5 | x | 74* | -18 | x | -58
CCC(c1nnnn1CC1CCCO1)N(CCCO)Cc1cc2cccc(C)c2[nH]c1=O (stereo unspecified) | 6 | 0.9 | -8 | 4 | -5 | 12 | 1 | -2 | -1
CCOC(=O)N1CCN(S(=O)(=O)c2cccc3cccnc23)CC1 | -1 | -1.3 | 8 | -3 | -4 | -12 | -16 | 8 | 18
CN(C(=O)CCl)C1CCCc2ccccc21 (stereo unspecified) | 7 | x | x | x | -6 | x | 1 | -9 | x
CCN(C(=O)c1ccco1)c1nnc(-c2ccc(OC)cc2)s1 | -67 | 5.5 | -69 | 3 | 24 | -142 | 5 | -8 | -44
NC(=O)C1CCN(c2oc(-c3cccs3)nc2S(=O)(=O)c2ccc(Br)cc2)CC1 | 9 | 0.7 | 3 | -2 | -1 | -6 | 5 | 10 | 15
COc1ccc(OC)c(/C=C/C(=O)c2ccc3c(c2)OCO3)c1 | -2 | 0.8 | 9 | 1 | 8 | 29 | 12 | 5 | 6
Cc1cc(Br)cc(Cl)c1OCC(=O)NC(=O)NCc1ccccc1 | -11 | 2.3 | 6 | 1 | 3 | 3 | -4 | -2 | 1
O=C(N/C(=C/c1cccs1)C(=O)N1CCCCCC1)c1ccccc1 | 2 | -0.5 | 17 | 0 | -1 | 15 | -3 | 0 | 22
O=c1/c(=C/c2ccc(O)c([N+](=O)[O-])c2)sc2nc3ccccc3n12 | -14 | x | x | x | 11 | x | 36 | 20 | x
COC(=O)C(CO)Nc1ncnc2onc(-c3ccc(F)cc3)c12 (stereo unspecified) | 3 | 1.2 | -6 | -3 | -1 | 5 | 7 | -7 | 29
CCOc1ccc(N2CC(C(=O)N3CCN(c4ccccn4)CC3)CC2=O)cc1 (stereo unspecified) | -4 | 1.1 | 8 | 0 | -1 | 7 | 16 | 1 | 3
CC(C)(Oc1ccc(Cl)cc1)C(=O)NC1=NN(c2ccccc2)C(=O)C1 | -5 | -2.4 | 7 | -4 | 5 | 17 | 36 | 13 | 24
O=C(O)COc1ccc(NC(=O)c2ccc(NC(=O)c3ccco3)cc2)cc1 | -2 | -0.3 | -28 | 1 | -5 | -24 | -5 | 1 | -33
Cc1cc(C)n2nc(SCCOc3ccc(F)cc3)nc2n1 | 11 | 0.8 | 3 | 7 | -5 | -32 | 10 | 3 | -3
Cn1nnc2cc(C(=O)N3CCN(c4ccccn4)CC3)ccc21 | -7 | -3.2 | -10 | -4 | -7 | 16 | 15 | -1 | 11
O=C(/C=C/c1cccc(C(F)(F)F)c1)NNC(=O)c1ccncc1 | -7 | 0.5 | -18 | 0 | -18 | -12 | 13 | 2 | -24
O=C(c1ccc2c(=O)n(C3CCCC3)c(=S)[nH]c2c1)N1CCN(C2CCCCC2)CC1 | 23 | 0.5 | 14 | -1 | 6 | 27 | 7 | 3 | 4

Screens as filed in PubChem BioAssay.
